FadD28 FP inh: inhibitors of FadD28 bisubstrate probe binding, primary screen, biochemical, fluorescence polarization, single point. Mycobacterium tuberculosis FadD28 fatty-acid-AMP ligase. inhibition, % at 12.5 µM. actives 0.22% (n = 360,000); in the data active = inhibition above about 8.5%, passing the limit was not always enough
UGM FP inh: M. tuberculosis UGM enzyme inhibitors, primary screen, biochemical, fluorescence polarization, single point. actives 0.06% (n = 320,000). inhibition, % at 10 µM. purified UGM, fluorescence polarization probe displacement; in the data active = inhibition above about 10%, passing the limit was not always enough
Target sequence (P9WIQ1 whole entry, looked up): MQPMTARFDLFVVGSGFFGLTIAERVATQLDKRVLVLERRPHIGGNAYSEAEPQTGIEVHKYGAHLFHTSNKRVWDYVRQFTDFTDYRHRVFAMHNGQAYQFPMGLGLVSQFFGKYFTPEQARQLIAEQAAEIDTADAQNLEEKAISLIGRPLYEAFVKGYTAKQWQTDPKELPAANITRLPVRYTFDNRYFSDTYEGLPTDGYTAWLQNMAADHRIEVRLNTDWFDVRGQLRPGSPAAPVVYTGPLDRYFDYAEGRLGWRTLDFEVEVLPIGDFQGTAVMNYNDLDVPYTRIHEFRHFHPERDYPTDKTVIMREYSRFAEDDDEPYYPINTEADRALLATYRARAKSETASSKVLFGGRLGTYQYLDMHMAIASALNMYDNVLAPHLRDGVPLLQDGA
PrPC TRFRET: inhibitors of human cell surface prion protein PrPC, primary screen, cell-based, TR-FRET. Major prion protein (Homo sapiens), P04156. TR-FRET read-out. inhibition, % at 13.8 µM. actives 0.43% (n = 370,000); in the data active = inhibition above about 24%; also: 0% = median of the test wells and 100% = reference compound wells
MazEF act: activators of E. coli MazEF toxin-antitoxin RNase, primary screen, biochemical, fluorescence, uHTS. Endoribonuclease toxin MazF (Escherichia coli (strain K12)), P0AE70. FAM/BHQ RNA-DNA oligo cleavage fluorescence, 5 h. activation, % at 20 µM. actives 0.32% (n = 350,000); in the data active = activation above about 50%
Target sequence (P0AE70 whole entry, looked up): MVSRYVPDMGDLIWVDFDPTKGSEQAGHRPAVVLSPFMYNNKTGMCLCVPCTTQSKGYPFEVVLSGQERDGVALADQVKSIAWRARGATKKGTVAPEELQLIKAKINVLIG
BoNT F protease: BoNT/F light chain protease inhibitors, primary screen, biochemical, flow cytometry, MLPCN library | actives 0.22% (n = 360,000) | Multiplex microsphere protease cleavage assay | inhibition, % at 10 µM | Botulinum neurotoxin type F light chain protease (Clostridium botulinum); in the data active = inhibition above about 35%, passing the limit was not always enough; also: plate controls were buffer without enzyme for full effect and enzyme alone for no effect
BioA inh: M. tuberculosis BioA enzyme inhibitors, primary screen, biochemical, plate reader, single point, HTS; 7,8-diaminopelargonic acid synthase BioA (Mycobacterium tuberculosis); inhibition, % at 9.99 µM; actives 0.096% (n = 360,000); purified M. tuberculosis BioA enzyme; in the data active = inhibition above about 40%
Mtb FBA inh: Mtb FBA enzyme inhibitors, primary screen, biochemical, fluorescence, strain H37Rv | Fructose-bisphosphate aldolase (Mycobacterium tuberculosis (strain ATCC 25618 / H37Rv)), … | purified M. tuberculosis FBA, fluorescence read-out | inhibition, % at 1 µM | actives 2.3% (n = 360,000); in the data active = inhibition above about 27%;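 also: 0% = vehicle and 100% = reference inhibitor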
Target sequence (P9WQA3 whole entry, looked up): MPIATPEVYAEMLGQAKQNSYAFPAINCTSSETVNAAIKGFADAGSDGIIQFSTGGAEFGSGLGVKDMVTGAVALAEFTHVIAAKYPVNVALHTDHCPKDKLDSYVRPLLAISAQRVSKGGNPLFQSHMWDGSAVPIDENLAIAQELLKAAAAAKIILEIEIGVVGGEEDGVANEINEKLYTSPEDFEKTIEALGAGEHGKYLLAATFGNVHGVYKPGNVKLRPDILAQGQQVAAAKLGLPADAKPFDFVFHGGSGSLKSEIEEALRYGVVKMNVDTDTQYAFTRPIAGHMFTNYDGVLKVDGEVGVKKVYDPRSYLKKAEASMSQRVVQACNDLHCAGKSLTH
GDH-TPI counter: GDH-TPI coupling enzyme inhibitors, primary screen, artefact control for M. tuberculosis FBA inhibitor project, biochemical, absorbance, full deck; GDH-TPI coupled enzyme counterscreen, NADH absorbance; inhibition, % at 4.8 µM; actives 1.2% (n = 360,000); in the data active = inhibition above about 30%;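 also: 0% = DMSO wells and 100% = wells lacking the enzyme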
Rv3671c protease: Rv3671c serine protease inhibitors, primary screen, biochemical, fluorescence polarization, M. tuberculosis H37Rv | P9WHR9 | inhibition, % at 5.96 µM | actives 0.048% (n = 320,000) | AID 2606, 2010; in the data active = inhibition above about 38%;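 also: extracellular domain of Rv3671c used as enzyme; 0% = enzyme with DMSO and 100% = no enzyme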
An asterisk follows results filed as active; x = not tested or not shown; & = joins results of further samples.

SMILES	FadD28 FP inh	UGM FP inh	PrPC TRFRET	MazEF act	BoNT F protease	BioA inh	Mtb FBA inh	GDH-TPI counter	Rv3671c protease
Cc1c(OC(C)C(=O)NCCCN2CCCC2=O)ccc2c3c(c(=O)oc12)CCCC3 (stereo unspecified)	1.1	0.1	-2	7	-6	x	43*	3	-3
C=CCN1C(=Nc2ccccc2)SC/C1=C\C(=O)OC	-0.9	3.2	-2	-1	5	1.6	-1	1	-4
CC(=O)c1ccc(OCc2cccc(C(F)(F)F)c2)cc1O	2.3	0.1	6	-13	-3	x	-2	7	9
Cc1cccc(NC(=O)c2nc[nH]c2C(=O)NC[C@H](C)O)c1	-3.2	x	-4	-2	-4	-0.9	4	15	x
O=C(O)c1cccc(NC(=S)NCc2ccccc2)c1	0.1	-0.5	8	5	-3	-0.3	-3	-2	1
Cc1cccc(OCC(=O)Nc2ccc(N3CCCC3)cc2)c1C	-11	2.1	-9	11	-61	-0.4	-1	4	4
Cc1cccnc1NC(=O)C1CCN(S(=O)(=O)c2ccc3ccccc3c2)CC1	-0.7	1.3	-1	3	-2	-0.4	0	2	-4
c1ccc(-c2ccc(-c3cnc4n3CCCCC4)cc2)cc1	-3.3	-0.4	2	-3	-1	-0.5	9	10	-10
CCOC(=O)c1ccc(NC(=O)CN2C(=O)NC3(CCCCCC3)C2=O)cc1	-1.4	0.4	10	0	0	x	3	-7	-7
CC(C)NC(=O)N1CCCN(c2nc3ccc(Cl)cc3s2)CC1	-2.5	-0.1	9	-12	-8	2.7	-1	9	3
CNc1nc(Oc2ccccc2C(=O)OC)nc(SC)n1	-3.8	2.9	-1	2	5	0.0	0	-7	-5
CCCCCC(=O)N1CC2(CC(c3cccc(NC(=O)CC)c3)=NO2)C[C@H]1C(N)=O (stereo partly specified)	-1.5	-0.3	1	4	-3	0.1	-1	-7	-2
CC(=O)NC(CCS(C)(=O)=O)C(=O)Nc1nccs1 (stereo unspecified)	-1.2	2.5	-4	2	-8	5.5	6	4	2
Cc1nnc2c3ccccc3ccn12	-0.2	x	-4	6	-16	x	1	-3	x
c1ccc(-c2nnc3n2NC(c2ccc4c(c2)OCO4)S3)cc1 (stereo unspecified)	-0.6	1.8	-5	-3	-9	0.8	0	17	0
Fc1ccccc1-c1nc(-c2ccc(-c3nn[nH]n3)cc2)no1	-20	-1.6	-4	4	-1	0.9	5	19	-42
CC(C)CCC(CCN1CCCC1)c1ccc2c(c1)OCO2 (stereo unspecified)	-0.5	-1.7	-3	5	-10	-0.6	-1	-5	6
CCCc1sc(N/N=C/c2ccccn2)nc1-c1ccc(Br)cc1	-4.1	0.9	-1	-6	-13	-0.3	-5	5	1
CCCc1ccc(C(O)c2ncc(-c3ccccc3)[nH]2)cc1 (stereo unspecified)	-4.2	x	-9	x	-5	1.1	5	-5	x
CC(C)(C)NC(=O)C1CCC(CNS(=O)(=O)c2cccc3nsnc23)CC1 (stereo unspecified)	-3.3	-0.5	-23	10	-1	x	0	11	6
CC(=O)O[C@H]1C[C@@]2(C)[C@@H](C[C@@H](O)[C@H]3[C@@]4(C)CC[C@@H](O)[C@@H](C)[C@@H]4CC[C@@]32C)/C1=C(\CCC=C(C)C)C(=O)O	-1.0&-2.4	4.2&4.3	-8&0	-2&-7	4&-4	-2.0&0.2	0&2	10&1	2&2
CCN1C(=O)c2ccccc2S(=O)c2ccc(C(=O)NCc3ccccn3)cc21 (stereo unspecified)	-2.8	-0.2	-6	-5	-1	0.7	-1	5	-12
O=C1NC(Cc2ccccc2)c2nc3cc(F)ccc3c(=O)n2-c2ncccc21 (stereo unspecified)	-1.5	x	8	8	-5	-0.8	0	10	x
N#CCCN(CCC#N)C(=O)COc1ccc(Cl)cc1Cl	-4.7	-4.2	-5	4	1	-0.6	0	-15	1
CCS(=O)(=O)N1CCCC(C(=O)NCC2CCCO2)C1 (stereo unspecified)	-2.8	-1.5	1	-5	-1	-0.6	1	-4	5
O=C(CSc1ccccc1)N[C@@H](Cc1ccccc1)C(=O)O	-1.1	1.3	4	0	-2	-0.8	-1	7	-11
CCCC(=O)NC(c1cccs1)c1cc([N+](=O)[O-])c2cccnc2c1O (stereo unspecified)	-1.0	-4.5	-1	6	-13	0.1	-10	10	10
Cc1occc1C(=O)Nc1c(F)cc(F)cc1Br	-1.7	-4.2	-4	4	-6	-0.2	0	-4	-3
CCN(CCS(=O)(=O)c1ccc(Cl)cc1)Cc1nc2ccccc2c(=O)[nH]1	-3.4	2.8	7	1	-8	-0.5	-2	-1	-2
O=C(CSc1ncccn1)NCc1cccs1	0.3	-1.2	5	4	4	0.0	-1	2	2
O=C(NC12CC3CC(CC(C3)C1)C2)c1ccccc1	-2.6	-0.1	0	-16	-7	0.4	-1	-1	-7
CCOc1ccc(N2CC(=O)SC2=S)cc1	-6.2	-0.3	1	-12	3	x	1	4	-13
COc1ccc2nc(SCC(=O)Nc3ccc(S(=O)(=O)N4CCCC4)cc3)c(C#N)cc2c1	0.0	-3.3	10	10	-2	-2.6	4	-10	-76
O=c1oc2ccccc2c(NCCc2ccccc2)c1[N+](=O)[O-]	-0.6	0.1	-1	0	8	-1.4	-4	6	-10
O=C(c1ccc(Cn2cc([N+](=O)[O-])cn2)o1)N1CCCCCC1	-1.8	1.5	2	-4	1	0.1	-1	-12	-4
O=C(/C=C/c1cccc(Cl)c1)NCCN1CCOCC1	0.7	0.9	-9	0	-2	x	2	4	10

Record cards, as listed above.
O=C(c1ccc(Cn2cc([N+](=O)[O-])cn2)o1)N1CCCCCC1 reads FadD28 FP inh: -1.8; UGM FP inh: 1.5; PrPC TRFRET: 2; MazEF act: -4; BoNT F protease: 1; BioA inh: 0.1; Mtb FBA inh: -1; GDH-TPI counter: -12; Rv3671c protease: -4
Cc1occc1C(=O)Nc1c(F)cc(F)cc1Br reads FadD28 FP inh: -1.7; UGM FP inh: -4.2; PrPC TRFRET: -4; MazEF act: 4; BoNT F protease: -6; BioA inh: -0.2; Mtb FBA inh: 0; GDH-TPI counter: -4; Rv3671c protease: -3

Carrying on:
SMILES	FadD28 FP inh	UGM FP inh	PrPC TRFRET	MazEF act	BoNT F protease	BioA inh	Mtb FBA inh	GDH-TPI counter	Rv3671c protease
N/C(=N\OC(=O)c1cc(Cl)ccc1Cl)c1ccccn1	-2.7	1.6	8	-4	-2	x	-1	-3	-11
OC[C@@H]1CN(Cc2cccs2)C[C@H](n2cnc3c(NCc4ccncc4)ncnc32)O1	-0.9	x	4	x	0	1.4	-1	0	x
CC(=O)Nc1ccc(S(=O)(=O)N2c3ccccc3NC(=O)CC2C)c(Cl)c1 (stereo unspecified)	-3.6	2.5	8	1	-38	-0.9	-2	4	6
C=CCN(C(=O)c1oc2c(Cl)cc(C)cc2c1C)C1CCS(=O)(=O)C1 (stereo unspecified)	-2.8	-1.4	-2	-4	-8	-0.5	-1	2	1
CCOc1ccc(S(=O)(=O)N2CCOCC2)cc1[N+](=O)[O-]	-2.6	-0.4	-5	6	-4	x	0	-5	10
O=C(NNC(=O)c1ccc(-c2ccccc2)cc1)Nc1ccccc1	1.0	2.2	-4	-18	3	x	3	3	-5
c1ccc2n[nH]nc2c1	0.4	x	8	5	23	-2.1	0	3	x
COc1cc(C(=O)Nc2ccc(S(=O)(=O)NC(C)(C)C)cc2)cc(OC)c1OC	-2.7	x	0	16	5	0.4	-3	1	0
CCOC(=O)c1ccc(NC(=O)Cn2nnc(-c3ccc(C)cc3)n2)cc1	1.0	1.2	4	-12	-14	-2.6	2	11	-6
Cc1cccc(NC(=O)c2c([N+](=O)[O-])cnn2C)c1	0.2	-1.2	5	-10	-5	-2.7	0	0	-3
COc1ccc2cc1Oc1ccc(cc1)C[C@H]1c3c(cc(OC)c4c3Oc3c(ccc5c3[C@H](C2)N(C)CC5)O4)CCN1C	-7.6	-3.0	x	-72	-14	-0.5	3	-13	10
CN(CC(=O)Nc1ccc(Cl)cc1)CC(=O)N1CCc2ccccc21	-0.5	x	6	-1	3	-2.0	5	2	x
COC(=O)C1=C(O)/C(=C\c2cc(C)n(-c3ccccc3C)c2C)N=C1C	-1.4	1.2	0	3	-47	3.1	-1	13	-7
CCCCN(C)C(=O)c1ccc(Nc2nc(C(N)COCc3ccccc3)cs2)nc1 (stereo unspecified)	-0.7	x	8	x	-13	2.1	1	13	x
CC(C)C(NS(=O)(=O)c1ccc2c(c1)oc(=O)n2C)C(=O)N1CCN(Cc2ccccc2)CC1 (stereo unspecified)	0.2	x	-7	6	-4	-1.3	2	0	0
O=C(c1ccc2c(c1)OCO2)N1CCN(c2cccc(C(F)(F)F)c2)CC1	-1.7	-3.5	4	5	-6	3.1	-1	6	-1
CC(=O)Nc1ccc(S(=O)(=O)Nc2nnc(C(C)(C)C)s2)cc1	0.3	2.8	-8	4	-4	1.7	4	12	-2
CC1(C)CC(N2CCC(=O)NC2=S)CC(C)(C)N1	0.8	-0.2	-2	6	3	-0.6	0	10	-5
COc1ccc(S(=O)(=O)Nc2ccccc2C(=O)N2CCCC2)cc1OC	-2.1	-0.5	2	9	-5	-1.8	-7	7	0
FC(F)(F)c1ccccc1CN1CCC(Cc2ccccc2)CC1	-4.3	-1.5	13	1	-24	-0.1	x	x	3
COc1cc(Cl)c(S(=O)(=O)N2CCOCC2)cc1Cl	-1.1	0.9	3	-4	-3	1.8	-1	3	10
O=c1c2ccccc2nc(CSc2ncnc3nc[nH]c23)n1-c1cccc(C(F)(F)F)c1	-3.2	2.5	8	8	12	0.3	-7	10	-7
CCC(C)N1CCN(C(=O)C2CCN(S(=O)(=O)c3c(C)noc3/C=C/c3ccco3)CC2)CC1 (stereo unspecified)	-2.5	-2.0	-12	-5	1	-0.4	-1	38*	-2
COc1cccc(CNC(=O)CCC2CCCN(C(=O)c3ccoc3)C2)c1 (stereo unspecified)	-0.8	0.0	1	0	0	0.4	-3	1	-6
COCc1cc(C)nc2sc(C(=O)N3CCCCC3)c(N)c12	0.9	-1.3	-1	11	0	0.2	6	3	-9
COc1ccc(OC)c(S(=O)(=O)N2CCCC(C(=O)NCc3ccncc3)C2)c1 (stereo unspecified)	0.2	1.1	1	6	11	-4.4	4	16	0
CCOC(=O)C1(CC2CCCCO2)CCN(Cc2cn[nH]c2-c2cccc(F)c2)CC1 (stereo unspecified)	-2.1	0.0	-7	1	-2	2.1	4	18	-1
CCOc1ccccc1NC(=S)NC(=O)C1CC1	-2.6	0.4	6	-1	-6	1.2	4	-1	-4
COc1ccc(C(=O)Nc2ccccc2C(=O)NCC2CCCO2)cc1 (stereo unspecified)	-0.9	2.2	-4	7	-10	-0.5	3	4	-1
Cc1ccc(S(=O)(=O)N2CCCN(C(=O)CNC(=O)c3cccc(C)c3)CC2)cc1	-0.7	2.4	-1	4	-7	x	3	8	5
O=C(CCCSc1nc2ccccc2[nH]1)NCc1ccccc1F	-5.0	0.4	7	-24	-10	2.5	-1	4	-1
Cc1cc(C)c2nc(-c3ccccn3)cc(C(=O)N3CCCC3)c2c1	-2.6	-0.2	4	-9	-7	-0.2	24	9	-4
O=C(Nc1ncnc2sc3c(c12)CCCCC3)c1ccccc1	1.4	2.8	-3	4	0	x	0	2	0
Cc1cccc(CCNC(=O)C2CC(O)CN2C(=O)Nc2ccccc2)c1 (stereo unspecified)	1.5	x	-1	2	-6	-0.6	2	11	x
CCn1c(SCC(=O)Nc2ccc(F)cc2)nnc1C1CC1	-2.4	1.3	3	-11	-10	-5.1	2	2	0

Looked up one by one from the entries so far, 3 records:
SMILES	FadD28 FP inh	UGM FP inh	PrPC TRFRET	MazEF act	BoNT F protease	BioA inh	Mtb FBA inh	GDH-TPI counter	Rv3671c protease
CCn1c(SCC(=O)Nc2ccc(F)cc2)nnc1C1CC1	-2.4	1.3	3	-11	-10	-5.1	2	2	0
CCOc1ccccc1NC(=S)NC(=O)C1CC1	-2.6	0.4	6	-1	-6	1.2	4	-1	-4
O=C(Nc1ncnc2sc3c(c12)CCCCC3)c1ccccc1	1.4	2.8	-3	4	0	x	0	2	0

Bioassay records deposited in PubChem BioAssay by several laboratories.
